FBW7 activator = human FBW7 E3 ligase activation, primary screen; 650,000 tested, 0.13% active; Q969H0; AlphaScreen FBW7–phospho-cyclin E peptide binding, activator screen; normalized activity (activation), % at 26.1 µM; in the data active = normalized activity above about 1.9%;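 note: purified mutant Fbw7 with reduced substrate affinity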
MITF inh = blocks human microphthalmia-associated transcription factor. 650,000 tested, 0.91% active. AlphaScreen MITF homodimerization, bead proximity signal. O75030. inhibition, % at 2.6 µM; in the data active = inhibition above about 50%;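 note: 0% = vehicle wells with protein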
Target sequence (O75030 whole entry, looked up): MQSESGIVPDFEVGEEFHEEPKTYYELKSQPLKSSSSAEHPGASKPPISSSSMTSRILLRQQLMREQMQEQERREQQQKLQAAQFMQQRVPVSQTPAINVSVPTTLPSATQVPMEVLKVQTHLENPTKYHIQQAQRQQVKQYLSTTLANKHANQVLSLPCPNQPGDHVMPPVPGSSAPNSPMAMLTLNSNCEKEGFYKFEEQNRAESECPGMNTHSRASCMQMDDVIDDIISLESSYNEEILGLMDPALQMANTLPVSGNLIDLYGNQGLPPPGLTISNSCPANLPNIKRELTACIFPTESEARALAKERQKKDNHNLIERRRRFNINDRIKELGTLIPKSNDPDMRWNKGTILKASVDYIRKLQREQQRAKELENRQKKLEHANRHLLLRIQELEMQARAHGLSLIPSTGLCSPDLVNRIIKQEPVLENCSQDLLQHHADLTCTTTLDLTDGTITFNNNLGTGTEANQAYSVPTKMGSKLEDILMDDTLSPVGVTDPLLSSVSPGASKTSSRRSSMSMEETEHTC
GPR151 ag = activates the human receptor GPR151. Q8TDV0. 650,000 tested, 1% active. AID 1508602. PathHunter beta-arrestin GPR151 cells, luminescence. activation, % at 11.2 µM; in the data active = activation above about 4.9%;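 note: 0% = median of compound wells and 100% = cells with positive control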
Target sequence (Q8TDV0 whole entry, looked up): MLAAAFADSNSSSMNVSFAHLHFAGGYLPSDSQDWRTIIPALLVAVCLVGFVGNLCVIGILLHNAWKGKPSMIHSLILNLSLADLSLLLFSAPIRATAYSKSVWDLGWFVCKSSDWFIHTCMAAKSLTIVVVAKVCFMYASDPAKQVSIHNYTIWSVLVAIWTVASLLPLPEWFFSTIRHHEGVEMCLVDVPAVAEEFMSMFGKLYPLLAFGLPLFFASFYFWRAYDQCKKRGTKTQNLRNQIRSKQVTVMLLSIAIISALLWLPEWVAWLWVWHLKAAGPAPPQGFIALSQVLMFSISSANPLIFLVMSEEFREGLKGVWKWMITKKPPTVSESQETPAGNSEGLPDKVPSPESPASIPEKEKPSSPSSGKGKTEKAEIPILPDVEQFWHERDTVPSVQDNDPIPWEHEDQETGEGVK
TEAD-YAP block = TEAD-YAP interaction inhibition. HEK-TIYL cells, TEAD-Gal4/YAP UAS-luciferase luminescence. inhibition, % at 9.12 µM. 640,000 tested, 1.4% active. AID 1259422; in the data active = inhibition above about 32%;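 note: 0% = median of test compound wells and 100% = reference inhibitor wells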
* hit, by the source's call; x = not tested or not shown.

Labels used below: A = FBW7 activator; B = MITF inh; C = GPR151 ag; D = TEAD-YAP block
> Cn1c(=O)c2c(SC/C=C/c3ccccc3)nc(-c3ccco3)nc2n(C)c1=O
  A = 0.0; B = -7; C = 1.0; D = 2

> C=CCCCC(=O)OCc1ccc(F)cc1F
  A = -0.1; B = -10; C = 0.4; D = 1

> COc1ccc(/C=C/CN2CCc3nnc(CCNC(=O)C(C)C)n3CC2)cc1
  A = 0.2; B = 7; C = 0.6; D = -18

> CCn1c(C)c(C(C)=O)c(NCc2ccccc2)nc1=S
  A = 0.4; B = 12; C = 0.8; D = 2

> COCCCn1c(=O)c(C#N)cc2c(=O)n3ccccc3nc21
  A = 0.0; B = 3; C = 0.3; D = -8

> CC1=Nc2ccccc2/C1=C/c1c(O)n(-c2ccc(Cl)cc2)c(=O)[nH]c1=O
  A = 0.0; B = -24; C = 0.0; D = 3

> Nc1ccc(N=C2C(=O)Nc3ccccc32)cc1
  A = -0.4; B = 6; C = 2.9; D = 7

> COC(=O)Nc1cc([N+](=O)[O-])ccc1OC
  A = 0.1; B = -1; C = 0.8; D = -3

> CCC(NC(=O)Nc1c(C)n(C)n(-c2ccccc2)c1=O)(C(F)(F)F)C(F)(F)F
  A = -0.1; B = 6; C = -0.1; D = 4

> COc1cccc(-c2nc3nc(C)c(CCC(=O)NC4CCCCC4)c(C)n3n2)c1
  A = 0.8; B = 13; C = 0.0; D = -7

> COc1cccc(OCc2nc3ccc(-c4ccnc(N)n4)cc3s2)c1
  A = 0.2; B = 44; C = -1.3; D = -27

> O=S(=O)(Nc1nccnc1-c1ccc(CO)cc1)C1CC1
  A = -0.5; B = -17; C = 0.1; D = 0

> Cc1cccc2c1NC(=O)C2=Nc1ccc(Cl)cc1
  A = -0.1; B = -9; C = -1.0; D = -4

> CCOc1cc(CO)ccc1OCC(=O)NC(C)(C)C
  A = 0.1; B = 28; C = 4.2; D = 8

> Cc1ccc(C)c(-n2c(SCC(N)=O)nnc2-c2ccccc2)c1
  A = 0.2; B = 12; C = 1.4; D = -12

> COc1ccc(S(=O)(=O)N2Cc3ccccc3CC2C(=O)NCc2ccccc2)cc1 (stereo not given)
  A = 0.0; B = 5; C = -0.8; D = -4

> O=C(O)CCC(=O)N1N=C(c2c(-c3ccccc3)c3cc(Cl)ccc3[nH]c2=O)CC1c1ccco1 (stereo not given)
  A = 0.3; B = 9; C = 0.6; D = -4

> C=CCn1c(=O)/c(=C\c2cccnc2)s/c1=C(/C#N)c1nnc2n1CCCCC2
  A = -0.4; B = 10; C = 0.1; D = -9

> CCCCOc1ccccc1/C=c1/sc2ncnn2c1=O
  A = -0.2; B = 7; C = 0.2; D = -2

> Cc1nc2c(C(=O)NC3CCCCC3C)cnn2c(C)c1Cc1ccc(F)cc1Cl (stereo not given)
  A = 0.1; B = -4; C = -1.8; D = 4

> CSc1ncc(/C=C2/C(=O)NC(=O)N(c3cccc(Cl)c3)C2=O)cn1
  A = 0.2; B = 19; C = -0.2; D = 10

> O=C(NCc1n[nH]c(=S)n1-c1ccc(Br)cc1)c1ccc(S(=O)(=O)N2CCOCC2)cc1
  A = 0.3; B = -14; C = 1.3; D = -2

> CCc1ccc(C2Nc3cc(C)c(C)cc3NC3=C2C(=O)CC(C)(C)C3)cc1 (stereo not given)
  A = -0.1; B = -2; C = 1.4; D = 13

> O=C(CN1C(=O)c2ccccc2C1=O)N1CCN(C(c2ccccc2)c2ccc(Cl)cc2)CC1 (stereo not given)
  A = 0.0; B = -10; C = 2.4; D = -10

> COc1cccc(CNC(=O)C(=O)NCC(c2ccco2)S(=O)(=O)c2ccccc2)c1 (stereo not given)
  A = 0.1; B = 6; C = -0.4; D = -9

Complete entries as entered above. Values in the order: FBW7 activator | MITF inh | GPR151 ag | TEAD-YAP block
C=CCCCC(=O)OCc1ccc(F)cc1F across the screens: -0.1 | -10 | 0.4 | 1
CCn1c(C)c(C(C)=O)c(NCc2ccccc2)nc1=S across the screens: 0.4 | 12 | 0.8 | 2
C=CCn1c(=O)/c(=C\c2cccnc2)s/c1=C(/C#N)c1nnc2n1CCCCC2 across the screens: -0.4 | 10 | 0.1 | -9
COc1ccc(S(=O)(=O)N2Cc3ccccc3CC2C(=O)NCc2ccccc2)cc1 (stereo not given) across the screens: 0.0 | 5 | -0.8 | -4
COc1cccc(-c2nc3nc(C)c(CCC(=O)NC4CCCCC4)c(C)n3n2)c1 across the screens: 0.8 | 13 | 0.0 | -7

The listing continues:
Labels used below: A = FBW7 activator; B = MITF inh; C = GPR151 ag; D = TEAD-YAP block
> O=C1C(=O)N(CCOCCO)C(c2ccccn2)/C1=C(\O)c1ccc(Cl)cc1 (stereo not given)
  A = -0.3; B = -8; C = -0.2; D = 8

> Cc1cccc(N=Cc2cc([N+](=O)[O-])ccc2O)c1
  A = 0.1; B = 28; C = 1.2; D = 2

> CC1(C)CC2CC(C)(CN2C(=O)c2ccc(F)c(S(=O)(=O)N3CCOCC3)c2)C1 (stereo not given)
  A = -0.1; B = 17; C = 0.1; D = 3

> CC1=C(C(=O)Nc2ccccc2)C(c2ccc(N(C)C)cc2)NC(=S)N1 (stereo not given)
  A = -0.3; B = -5; C = 0.8; D = -8

> COc1ccccc1/C=C/C=C(\C#N)S(=O)(=O)c1ccc(C)cc1
  A = 0.1; B = 9; C = -2.2; D = 0

> O=C(NCCN1CCc2ccccc21)c1cccs1
  A = 0.1; B = 1; C = -0.9; D = -25

> CN(C)CCNc1ncnc2c1sc1nc3c(cc12)COC(C)(C)C3
  A = 0.0; B = -3; C = -0.4; D = 1

> COc1cccc(N2CCN(C(=O)C3CCC3)CC2)c1
  A = -0.1; B = 1; C = -1.8; D = 2

> CCc1ccc(-c2nc(CS(=O)CC(=O)NCc3cccnc3)c(C)o2)cc1 (stereo not given)
  A = 0.8; B = 13; C = 0.5; D = 2

> CN1CCN(C(=O)CNc2ccc(C(F)(F)F)cc2[N+](=O)[O-])CC1
  A = -0.1; B = 16; C = -0.5; D = 1

> CCN(CC)C(=O)C(C)N(c1ccc(Cl)cc1)S(C)(=O)=O (stereo not given)
  A = -0.1; B = 22; C = -0.9; D = 6

> COc1ccccc1N1CCN(S(=O)(=O)c2ccc(F)c(C(=O)Nc3ccccc3C(F)(F)F)c2)CC1
  A = 0.1; B = -8; C = 0.7; D = 10

> CC12CCC3C(CC3(C)C)[C@@]3(C1)OC(=O)CC(C(=O)O)C3CC2 (stereo not given in full)
  A = 0.1; B = 27; C = -0.8; D = 5

> N#Cc1c[nH]n2c(NC3CCCC3)c(-c3ccc(F)cc3)nc12
  A = 0.1; B = 13; C = 1.0; D = -3

> CCOc1cc(C2c3c(n[nH]c3C)C(=O)N2c2ccc(C)cc2)ccc1O (stereo not given)
  A = -0.1; B = 0; C = -0.3; D = -3

> CCCCOc1ccc(NC(=O)CSc2nc3ccc(NC(=O)c4ccccc4OC)cc3s2)cc1
  A = 0.1; B = 15; C = 0.9; D = 12

> COc1ccc(NC(=O)CCN2CC(C)OC(C)C2)cc1 (stereo not given)
  A = -0.1; B = 4; C = 1.3; D = -2

> Cc1cc(Br)ccc1NC(=O)C(=O)NCC1CCCO1 (stereo not given)
  A = 0.0; B = 0; C = -0.4; D = -31

> COC(=O)c1ccc(-n2c(C)cc(/C=N/N(C)C)c2C)cc1
  A = 0.4; B = 8; C = 1.5; D = -6

> NC(=O)c1ccsc1NC(=O)COc1ccc(Cl)cc1Cl
  A = 0.1; B = -14; C = -0.1; D = -38

> Oc1ccc(N2CCN(c3nc(-c4cccnc4)nc4ccccc34)CC2)cc1
  A = -0.1; B = -2; C = 2.4; D = 6

> COC(=O)c1ccc(Oc2c(F)c(F)nc(N3CCOCC3)c2F)cc1
  A = 0.0; B = -3; C = -0.7; D = -7

> CCN(CC)c1nc(NCCN2CCOCC2)nc(Nc2ccc(NC(C)=O)cc2)n1
  A = -0.1; B = 1; C = -3.0; D = -15

> COc1ccc(Cn2c(CCC(=O)Nc3ccc4c(c3)OCO4)nc3cccnc32)cc1
  A = -0.2; B = 0; C = 0.4; D = 6

> O=C1OC2(CCCC2)OC(=O)C1=Cc1ccc(-c2cccc(C(=O)O)c2)o1
  A = -0.2; B = 13; C = -1.0; D = -16

3 of the compounds above, as labelled records:
CCCCOc1ccc(NC(=O)CSc2nc3ccc(NC(=O)c4ccccc4OC)cc3s2)cc1
  FBW7 activator: 0.1
  MITF inh: 15
  GPR151 ag: 0.9
  TEAD-YAP block: 12

COc1ccc(NC(=O)CCN2CC(C)OC(C)C2)cc1 (stereo not given)
  FBW7 activator: -0.1
  MITF inh: 4
  GPR151 ag: 1.3
  TEAD-YAP block: -2

Cc1cc(Br)ccc1NC(=O)C(=O)NCC1CCCO1 (stereo not given)
  FBW7 activator: 0.0
  MITF inh: 0
  GPR151 ag: -0.4
  TEAD-YAP block: -31

(more compounds)
Results follow in this order: FBW7 activator, MITF inh, GPR151 ag, TEAD-YAP block
> c1nc(NC2CC2)c2[nH]c(N3CCC(N4CCOCC4)CC3)nc2n1
  0.2, 2, -0.8, -9
> COc1ccc2nc(NC3=NCN(CC4CCCO4)CN3)nc(C)c2c1 (stereo not given)
  -0.1, -3, 1.1, 3
> COCC(O)CNC(=O)c1ccc(-n2cc(NC(=O)c3ccc(C)cc3C)cn2)cc1 (stereo not given)
  -0.1, 10, 1.2, 6
> O=C1NC(=S)NC(=O)C1=Cc1ccc(OC(=O)c2ccc(Br)cc2)cc1
  0.0, 10, 0.3, 6
> C#CCCCCCCCCCNC(=O)Oc1cccc(-c2cccc(C(N)=O)c2)c1
  x, -7, -1.1, x
> COc1cccc(C(=O)NNC(=O)c2nnn(-c3nonc3N)c2-c2ccccc2)c1
  0.1, -1, 2.8, -17
> O=[N+]([O-])c1c(NCCCO)cc(SCCCc2ccccc2)c2nonc12
  0.0, 11, 0.5, 20
> Cn1c(SCc2ccc(C(=O)NCCO)cc2)nc2sc3c(c2c1=O)CCC3
  0.1, 15, -1.1, -11
> COc1ccc(CCNC(=O)CSc2nc3ccc(Br)cc3c3nc4ccccc4n23)cc1OC
  1.9*, 6, -2.0, -13
> COc1ccc(NC(=O)CSc2nn3c(=O)c(C)nnc3s2)cc1OC
  -1.9, 15, -2.0, 6
> O=C(Nc1cccc(-c2nc3ccccc3o2)c1)c1cccc(F)c1
  0.0, 9, 0.0, 2
> CCOC(=O)Nc1ccc2c(CN3CCN(c4ccc(OC)cc4)CC3)cc(=O)oc2c1
  0.0, -4, 0.1, 4
> CCN1CCN(c2cc(C)c3cccc(SC)c3n2)CC1
  -0.1, -5, -0.8, -8
> CCOC(=O)N1CCc2c(sc(NC(=O)c3ccc(Cl)cc3)c2C(=O)Nc2ccc(OC)cc2)C1
  0.1, 13, 0.8, 11
> Cc1ccc(-c2noc(C3CCCN(C(=O)c4ccccc4)C3)n2)cc1 (stereo not given)
  0.0, 15, 2.2, -11
> COc1ccc2cc(N=Cc3nc(-c4ccc([N+](=O)[O-])cc4)oc3O)cnc2c1
  0.1, 7, -0.2, -5
> Cc1cc(C)c([N+](=O)[O-])c(C)c1/C=N/O
  0.0, 12, 0.1, 6
> Cc1nc2c(-c3ccccc3)c(C)nn2c(C)c1CC(=O)N1CCCCC1
  0.6, 10, 0.7, 17
> O=C(/C=C/c1ccco1)Nc1cc(Br)c(O)c(Br)c1
  -0.3, 11, 4.4, -3
> CCCNc1nc(Nc2nc3ccccc3n2C)nc2c1ncn2-c1ccccc1
  -0.2, -49, 3.9, 55*

Of the compounds above, these have a CF3 group:
Results follow in this order: FBW7 activator, MITF inh, GPR151 ag, TEAD-YAP block
> CCC(NC(=O)Nc1c(C)n(C)n(-c2ccccc2)c1=O)(C(F)(F)F)C(F)(F)F
  -0.1, 6, -0.1, 4
> CN1CCN(C(=O)CNc2ccc(C(F)(F)F)cc2[N+](=O)[O-])CC1
  -0.1, 16, -0.5, 1
> COc1ccccc1N1CCN(S(=O)(=O)c2ccc(F)c(C(=O)Nc3ccccc3C(F)(F)F)c2)CC1
  0.1, -8, 0.7, 10

(next part)
Results follow in this order: FBW7 activator, MITF inh, GPR151 ag, TEAD-YAP block
> COc1ccccc1/C=C1\SC(=S)N(C(C)C)C1=O
  0.1, 12, -1.6, 10
> Cc1ccc(C23CC4CC(CC(C(N)=O)(C4)C2)C3)cc1
  -0.1, 5, -1.0, 11
> CCCC(=O)Nc1nc2c(SC)cccc2s1
  -0.4, 5, 1.3, 2
> CCc1ccc(/C=C2/SC(N3CCN(C(C)=O)CC3)=NC2=O)cc1
  -0.1, -1, 0.3, 17
> O=C(CCc1c[nH]c2ccccc12)NNC(=O)Cn1c(C(F)(F)F)nc2ccccc21
  0.2, 11, 0.3, 5
> O=C1CC(c2ccccc2)Cc2nc(N3CCCC3)ncc21 (stereo not given)
  -0.1, 5, 0.3, 2
> Cc1cc(C(=O)Nc2ccc(OC(F)(F)F)cc2)on1
  0.2, 1, -1.0, -24
> O=c1oc2ccc(Cl)cc2cc1-c1nnc(-c2ccccc2Cl)o1
  -0.1, 2, 5.6*, -1
> Cc1cc2nc(-c3ccc(NC(=O)c4ccc(Cl)cc4Cl)cc3)oc2cc1C
  0.1, -4, 0.8, -17

From PubChem

Random draw from the library. Share with any hit: about 3.4%.
